Hep lipid drop: hepatic lipid droplet formation modulation. hit rate 0.4% among 240,000. inhibition, % at 6.5 µM. AID 1656. AML12 mouse hepatocytes, oleate lipid droplets, BODIPY imaging;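 active = lipid droplet intensity inhibited by at least 50%, with more than 500 cells counted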
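Material: mouse AML12 hepatocyte cell line, fixed after treatment; Timing: compound with oleate, overnight; Technique: high-content imaging of BODIPY-stained droplets and DAPI nuclei; Probe or stimulus: oleate, 100 µM final; Dosing: compound at 6.5 µM only.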
Hep lipid drop cells 6.5 µM: second read-out of Hep lipid drop, no call of its own (marks repeat the call); cell count; measured here: cell count, cytotoxicity flag;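 cells counted across two imaged fields per well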
* hit, by the source's call. The list is partial; count on the stated rates, not on these rows.

A first look (15 entries):
canonical_smiles	Hep lipid drop	Hep lipid drop cells 6.5 µM
COc1ccc(NC(=O)NNC(=O)COc2ccc([N+](=O)[O-])c(C)c2)cc1OC	6	692
O=C(CN1C(=O)c2ccccc2C1=O)Oc1ccc(F)cc1	12	855
CC(C)COc1ccc(C(=O)N/N=C/c2ccoc2)cc1	-1	842
C[C@@H](NC(=O)[C@@H]1Cc2ccccc2CN1)C(=O)Nc1ccc2c(c1)OCCO2	-18	719
Cc1cccc(N2CCN(C(=O)c3cccc(N4C(=O)C5C6C=CC(C6)C5C4=O)c3)CC2)c1C (configuration not stated)	0	793
OCC[C@@H]1C[C@@H](O)[C@H](O)[C@]2(Cc3ccccc3O2)O1	1	801
CCCn1c(C(O)c2cc(OC)c(OC)c(OC)c2)nc2ccccc21 (configuration not stated)	-28	726
CC(C)c1ccc(C2/C(=C(/O)c3ccccc3)C(=O)C(=O)N2CCCN2CCOCC2)cc1 (configuration not stated)	-12	827
Cc1ccc(-c2cc(C(=O)O)c3ccccc3n2)s1	-3	805
CC1(C)Cc2ccccc2C(COc2ccccc2)=N1	3	807
COC(=O)C1CCN(C(=O)/C=C/c2ccc3c(c2)OCO3)CC1	-3	747
Cc1ccc(C(=O)Nc2cccc(C(=O)N/N=C/c3ccc(F)cc3)c2)cc1	-3	754
COCCCNC(=O)C1=CCN(S(=O)(=O)c2ccc(C)cc2)CC1	2	773
CC(=O)c1cccc(NC(=S)NC2CCCCCCC2)c1	-5	680
COCCN1CN(S(=O)(=O)c2cccc(Cl)c2)c2nc3ccccc3nc21	-36	767

All compounds of this part (from the top)
canonical_smiles	Hep lipid drop	Hep lipid drop cells 6.5 µM
COc1ccc(NC(=O)NNC(=O)COc2ccc([N+](=O)[O-])c(C)c2)cc1OC	6	692
O=C(CN1C(=O)c2ccccc2C1=O)Oc1ccc(F)cc1	12	855
CC(C)COc1ccc(C(=O)N/N=C/c2ccoc2)cc1	-1	842
C[C@@H](NC(=O)[C@@H]1Cc2ccccc2CN1)C(=O)Nc1ccc2c(c1)OCCO2	-18	719
Cc1cccc(N2CCN(C(=O)c3cccc(N4C(=O)C5C6C=CC(C6)C5C4=O)c3)CC2)c1C (configuration not stated)	0	793
OCC[C@@H]1C[C@@H](O)[C@H](O)[C@]2(Cc3ccccc3O2)O1	1	801
CCCn1c(C(O)c2cc(OC)c(OC)c(OC)c2)nc2ccccc21 (configuration not stated)	-28	726
CC(C)c1ccc(C2/C(=C(/O)c3ccccc3)C(=O)C(=O)N2CCCN2CCOCC2)cc1 (configuration not stated)	-12	827
Cc1ccc(-c2cc(C(=O)O)c3ccccc3n2)s1	-3	805
CC1(C)Cc2ccccc2C(COc2ccccc2)=N1	3	807
COC(=O)C1CCN(C(=O)/C=C/c2ccc3c(c2)OCO3)CC1	-3	747
Cc1ccc(C(=O)Nc2cccc(C(=O)N/N=C/c3ccc(F)cc3)c2)cc1	-3	754
COCCCNC(=O)C1=CCN(S(=O)(=O)c2ccc(C)cc2)CC1	2	773
CC(=O)c1cccc(NC(=S)NC2CCCCCCC2)c1	-5	680
COCCN1CN(S(=O)(=O)c2cccc(Cl)c2)c2nc3ccccc3nc21	-36	767
COC(=O)c1cc(S(=O)(=O)NC2CCC(C)CC2)cn1C (configuration not stated)	-24	720
O=C(CSCc1cc(=O)n2nc(C3CC3)sc2n1)Nc1ccccc1Cl	2	720
Cc1cc(OCc2cc(C(=O)N(C)CC3CCOCC3)no2)cc(C)c1Cl	-31	711
CC(=O)N1CCCC(N2CCN(c3cccc(C(F)(F)F)c3)CC2)C1 (configuration not stated)	0	773
c1ccc(OCc2ccc(CCCN3CCOCC3)cc2)cc1	8	865
CCOc1ccccc1NC(=O)CNC(=O)c1nn(-c2ccc(OC)c(OC)c2)c(=O)c2ccccc12	16	808
CCCCc1cc(C(=O)Cc2ccccn2)c(O)cc1O	-13	811
Cc1ccc(C)c(NS(=O)(=O)c2cc(C(=O)NCc3ccccn3)ccc2C)c1	-9	721
Cc1cc(=O)oc2c(C)c(OC(=O)c3ccco3)ccc12	36	627
CC1=C([N+](=O)[O-])C(c2ccccc2Cl)NC(=O)N1C (configuration not stated)	-4	796
CCCN(CCC)CCNC(=O)c1cc2c(-c3ccc(Cl)cc3)nn(C)c2s1	-55	814
O=C(COC(=O)c1ccc(O)cc1)NC1CCCC1	15	798
COc1ccc(NC(=O)CSc2nnc(-c3ccncc3)o2)c([N+](=O)[O-])c1	4	854
COc1cc(C(=O)N[C@@H](C)C(=O)N2CCC3(CC2)NCCc2[nH]cnc23)cc(OC)c1OC	-1	678
COc1ccc(Cl)cc1NC(=S)N1CC(C)OC(C)C1 (configuration not stated)	1	816
COc1ccccc1CNC(=O)C1CCC(=O)N1C(C)C (configuration not stated)	-10	784
COc1ccc(NC(=O)c2ccc(S(=O)(=O)N3CCCCC3)cc2)c(OC)c1	-7	794
CC(C)C[C@@H]1NC(=O)N(CCCn2ccnc2)C1=O	-20	821
CCN(CC(=O)NCc1ccc(F)cc1)C(=O)Cc1ccc(OC)cc1	-2	786
O=C(COC(=O)c1cccc(-n2cnnn2)c1)Nc1c(Cl)cccc1C(F)(F)F	0	825
CCOCCOc1cccc(C(=O)NC(c2ccccc2)c2ccccc2)c1	-5	802
COc1ccc(C(=O)NC2CC2)cc1OC1CCN(Cc2ccccc2)CC1	-6	619
Cc1cc(NC(=O)COc2ccc(C(C)(C)C)cc2)no1	9	779
CN(C)CCN(C(=O)c1ccc(S(=O)(=O)N(C)c2ccccc2)cc1)c1nc2cc3c(cc2s1)OCO3	0	642
CCN(CC(=O)NCc1ccncc1)S(=O)(=O)c1ccc(OC)cc1	2	771
O=C(Nc1ccc(O)cc1)c1ccc(NC(=O)c2cccs2)cc1	-3	824
CCCN1CCC(=O)N([C@H](COc2ccccc2)c2ccccc2)CC1	12	780
CSc1cccc(NS(=O)(=O)c2cn(C)cn2)c1	10	720
O=C(CCCN1C(=O)/C(=C\c2ccccc2)SC1=S)Nc1ccc(C(=O)O)cc1	1	832
COc1ccc(-c2csc3ncn(Cc4ccccc4)c(=O)c23)cc1	-2	822
COc1ccccc1NC(=O)c1ccc2c(c1)C(=O)N(c1ccccc1OC)C2=O	-1	790
Cc1ccc(CN(C(=O)COc2ccc([N+](=O)[O-])cc2)C2CCS(=O)(=O)C2)o1 (configuration not stated)	-2	698
COc1ccc(Cl)cc1S(=O)(=O)Nc1ccc2c(c1)n(C)c(=O)n2C	-32	708
Cc1cc(=O)[nH]c(Nc2cccc(F)c2)n1	3	768
O=C(CSc1ccc(Cl)cc1)NC1=NN(c2ccccc2)C(=O)C1	3	827
CCOC(=O)CSc1nc2ccccc2c(=O)n1-c1ccc(C)cn1	-6	629
O=C(/C=C/c1cccs1)NCc1ccc2c(c1)OCO2	8	849
O=C(OCN1C(=O)c2ccccc2C1=O)c1cccnc1SC(F)F	-4	754
Cc1cc(C)c(S(=O)(=O)Nc2cccc(-n3cnnn3)c2)c(C)c1	-25	663
CCOC(=O)c1c(C)[nH]c(C)c1S(=O)(=O)N1CCN(c2ccc(F)cc2)CC1	3	689
O=C(NCc1nnc2c(C(F)(F)F)cc(Cl)cn12)c1ccco1	0	720

(more compounds)
canonical_smiles	Hep lipid drop	Hep lipid drop cells 6.5 µM
CC(C)(C)c1ccc(S(=O)(=O)N2CCC(N3CCCCC3)CC2)cc1	10	795
NC(=O)c1ccc(-n2nnnc2SCC(=O)Nc2ccccc2F)cc1	17	861
COc1ccc(NC(=O)c2cc([N+](=O)[O-])ccc2NC(=O)CNC2CCCCC2C)c(OC)c1 (configuration not stated)	1	798
COc1ccc(C(=O)NNC(=O)C(=O)Nc2cccc3ccccc23)cc1	4	768
CCCN1CCN(C(=O)C2CCN(c3nnc(C)c4c(C)n(-c5ccc(C)cc5)nc34)CC2)CC1	-12	603
Cc1ccc(NC(=O)[C@@]2(CC(=O)O)CC(/C=C/c3ccccc3)=NO2)c(C)c1	10	818
CN(CCCN1CCOCC1)C(=O)c1cc(COc2cccc(C(F)(F)F)c2)on1	-4	691
CCOc1ncccc1C(=O)NCC(c1ccccc1)N(C)C (configuration not stated)	-29	622
O=S(=O)(NCc1ccc2c(c1)OCO2)c1ccc(Cl)s1	-2	522
CCSc1nnc(NC(=O)c2nc(S(=O)(=O)Cc3ccc(F)cc3)ncc2Cl)s1	-1	693
CCN(CC)CCCNC(=O)c1cc2c(=O)n(CC)c3ccccc3c2s1	-18	417
Cc1cccc(C)c1NC(=O)CN(C)C(=O)c1cc([N+](=O)[O-])ccc1N1CCOCC1	-47	627
O=C(N/N=C/c1ccccc1O)c1cc[n+]([O-])cc1	-20	584
CC1CC(C)CN(CCCNC(=O)c2ccc3nc(N4CCCCC4)sc3c2)C1 (configuration not stated)	0	798
CC(Sc1nnc(CC(C)c2ccccc2)n1N)C(N)=O (configuration not stated)	-19	710
COC(=O)c1ccccc1NC(=O)CN(c1c(C)cccc1C)S(C)(=O)=O	-12	841
COc1ccc(S(=O)Cc2ccc(C(=O)N3CCN(C(=O)c4ccco4)CC3)o2)cc1 (configuration not stated)	-22	694
COc1ccc(NS(=O)(=O)c2ccc(-c3coc(C)n3)cc2)cc1	8	695
Cc1cccc(C)c1OCc1cc(C(=O)N2CCC(c3ccncc3)CC2)no1	-20	653
CCOc1ccccc1CNC(=O)CCCn1ncn2c(cc3occc32)c1=O	-5	628
COc1ccc(Cl)cc1C(=O)NCCCSc1ccccc1	-14	748
NC(=O)C1CCN(CC(O)COCc2ccccc2Cl)CC1 (configuration not stated)	-18	789
COCCn1c(SCC(=O)N2CCOCC2)nc2ccccc2c1=O	-2	820
COc1ccc(NC(=O)COC(=O)CCc2ccccc2)c(OC)c1	-3	861
COc1ccc(N2C(=O)CC(N3CCN(c4ccccc4OC)CC3)C2=O)cc1 (configuration not stated)	1	795
O=C1CN(C(=S)NC(=O)c2ccccc2[N+](=O)[O-])CCN1	1	784
NC(=O)c1cc2ccccc2o/c1=N/NC(=O)c1cccc(F)c1	-1	753
CN(C)c1ccc(NC(=O)CSc2nc3ccccc3c(=O)n2CC2CCCO2)cc1 (configuration not stated)	-2	775
O=C(NCCc1ccco1)C(=O)NCC1OCCCN1S(=O)(=O)c1ccc(Cl)cc1 (configuration not stated)	4	869
Cc1c(NC(=O)N(C)c2ccccc2)c(=O)n(-c2ccccc2)n1C	1	779
CC(C)c1ccc(NC(=O)C2C3C=CC4(O3)C2C(=O)N(CCCN2CCOCC2)C4C(=O)NC2CCCCC2)cc1 (configuration not stated)	-3	827
O=C(Nc1cccc(Cl)c1Cl)c1ccccc1NC(=O)C1CC=CCC1C(=O)O (configuration not stated)	-10	706
CCOc1ccc(S(=O)(=O)Nc2ccc(C(=O)N3CCCC3)cc2)cc1C(N)=O	-15	645
O=c1[nH]c2cccc(F)c2n2cccc12	-1	792
Cc1ccc(NC(=O)c2ccco2)c(NC(=O)COc2ccccc2)c1	-4	823
Cc1ccnc(NCc2ccc(Br)cc2)c1	-5	806
CC(=O)c1ccc(OCCCC(=O)NCCc2ccc(C(F)(F)F)cc2)cc1	12	758
CC(C)N(Cc1nccn1C)C(=O)c1cc(COc2cccc(C(F)(F)F)c2)on1	-4	764
CCn1c(=O)n(CC)c2cc(N3CCCC3)c(NC(=O)c3cc(Br)ccc3OC)cc21	10	733
Cc1cc(N2CCN(CC(O)C(F)(F)F)CC2)c2ccccc2n1 (configuration not stated)	-1	884
COc1ccc(C2C(C#N)=C(N)Oc3cc(O)ccc32)cc1Cl (configuration not stated)	0	832
CC(C)[C@H](NC(=O)C1CCN(S(=O)(=O)c2ccccc2)CC1)C(=O)NCc1ccco1	-6	727
Cc1cccc(OC(C)C(=O)N2CCCN(C)CC2)c1C (configuration not stated)	-2	667
COc1ccc2oc(=N)c(C(=O)Nc3ccc(Br)cc3)cc2c1	-4	794
CCC(=O)N1CCCN(S(=O)(=O)c2ccc(C)cc2)C1c1ccc(OC)cc1 (configuration not stated)	0	838
Cc1ccc(N(CC(=O)NCc2ccccc2)S(=O)(=O)c2c(C)noc2C)cc1	5	759
CN(C(=O)CSc1nnn(C)n1)c1ccccc1	19	676
O=C(c1ccccc1)N1CCN(CCc2ccccc2)CC1	-12	818
O=C(Nc1ccnn1C1CCN(CCCC2CCCC2)CC1)c1ccccc1Cl	7	822
COc1ccccc1/C=C\C(=O)NCC(=O)N/N=C/c1cccc(OC)c1O	6	715
Cc1cccc(OCC(=O)NCCNC(=O)c2ccccn2)c1	1	825
O=C(N/N=C/c1ccccc1F)c1cccc(NC(=O)c2ccccc2Cl)c1	-11	756
CCn1c(=O)c2ccccc2n2c(SCC(N)=O)nnc12	2	847
O=C(NNC(=S)NC(=O)c1ccc(F)cc1)c1cccnc1	15	766
CCCc1cc(=O)oc2cc(OCc3ccc(C(=O)O)o3)ccc12	1	812
CCOc1ccc(S(=O)(=O)N2CCC(C(=O)N3CCN(c4ccccc4)CC3)CC2)cc1	1	710

Next results.
canonical_smiles	Hep lipid drop	Hep lipid drop cells 6.5 µM
CCOC(=O)C1CCN(S(=O)(=O)c2ccc(NC(=O)c3ccco3)cc2)CC1	2	779
COc1ccc(NS(=O)(=O)c2ccc3[nH]c(=O)[nH]c3c2)cc1	-11	744
CCOC(=O)c1ccc(-n2c(CCC(=O)O)ccc2-c2ccc(F)cc2)cc1	3	818
O=S(=O)(c1ccc(F)c(F)c1)N1CCC2(CC1)OCCO2	2	782

Source: PubChem (Sanford-Burnham Center for Chemical Genomics)
